Screening data (PubChem BioAssay)
SENP6 inh: SENP6 protease inhibition | Q9GZR1 | Recombinant SENP6 catalytic domain, aminoluciferin luminescence | inhibition, % at 10 µM | hit rate 1.8% among 330,000;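 active means inhibition above about 50% at the single tested dose, limit read from the data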;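 further: plate controls were DMSO wells with enzyme for no effect and DMSO wells lacking enzyme for full effect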
SENP7 block: inhibitors of human SENP7 protease; Q9BQF6; recombinant SENP7, Z-RLRGG-aminoluciferin luminescence, 40 min; inhibition, % at 5 µM; hit rate 1.5% among 330,000; AID 434973;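 active means inhibition above about 50% at the single test dose, limit read from the data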;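 further: plate controls were DMSO with enzyme for no effect and no enzyme buffer wells for full effect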
Target sequence (Q9BQF6 706-1050 limits assumed): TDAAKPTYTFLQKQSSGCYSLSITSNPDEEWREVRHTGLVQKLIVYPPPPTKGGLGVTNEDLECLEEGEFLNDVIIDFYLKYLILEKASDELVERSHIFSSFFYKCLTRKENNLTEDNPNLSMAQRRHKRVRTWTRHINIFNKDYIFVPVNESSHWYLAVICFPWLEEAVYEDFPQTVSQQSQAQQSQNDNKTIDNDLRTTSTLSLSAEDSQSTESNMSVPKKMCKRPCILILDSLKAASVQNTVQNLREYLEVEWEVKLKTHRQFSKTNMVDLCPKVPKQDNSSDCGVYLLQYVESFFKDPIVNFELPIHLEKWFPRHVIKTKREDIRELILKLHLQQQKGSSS
NLRP3 yeast inh: blocks the NALP3 inflammasome reconstituted in yeast; hit rate 0.39% among 330,000; AID 2825; Yeast reconstituted NLRP3/ASC/caspase-1, beta-gal luminescence, 24 h; inhibition, % at 10 µM;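 active means inhibition of 50% or more; inactive means inhibition below 50%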;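 further: plate controls were induced DMSO wells for no effect and uninduced yeast grown without galactose for full effect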
SENP8 block-1: SENP8 protease inhibition. Q96LD8. purified SENP8, Z-RLRGG-aminoluciferin cleavage, luminescence. inhibition, % at 10 µM. hit rate 1.2% among 330,000. AID 2540; in the data active means inhibition above about 50%
Target sequence (Q96LD8 whole entry, looked up): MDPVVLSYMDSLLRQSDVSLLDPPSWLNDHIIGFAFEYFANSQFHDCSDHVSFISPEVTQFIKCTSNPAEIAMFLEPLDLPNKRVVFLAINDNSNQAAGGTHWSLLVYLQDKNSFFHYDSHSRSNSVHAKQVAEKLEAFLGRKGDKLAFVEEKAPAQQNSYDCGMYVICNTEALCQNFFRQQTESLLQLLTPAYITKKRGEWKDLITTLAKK
Apaf-1 inh: human Apaf-1 inhibition. O14727. reconstituted apoptosome caspase-3 activity, DEVD-Rh110 fluorescence. inhibition, % at 20 µM. hit rate 0.71% among 330,000. AID 489030; active means inhibition of at least 40% at 20 µM;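 further: plate controls were DMSO wells for no effect and DEVD-CHO caspase inhibitor wells for full effect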
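Medium: Hepes buffer, pH 7.5 / System: biochemical Apaf-1 apoptosome reconstitution / Measured by: Rh110 fluorescence, excitation 480 nm, emission 540 nm / Times: compound with Apaf-1, dATP, procaspase-3 30 min, then 50 min reaction, room temperature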
PfG6PD inh: PfG6PD (Plasmodium falciparum) enzyme inhibition; PfGluPho enzyme, NADPH resazurin-diaphorase fluorescence; inhibition, % at 20 µM; hit rate 0.78% among 350,000; AID 504690;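 active means inhibition reaching at least a set limit at 20 µM in the primary screen, cut at about 59% in these data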;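 further: 0% = DMSO wells with substrate and 100% = DMSO wells lacking glucose-6-phosphate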
HKDC1 inhibitor: blocks human hexokinase HKDC1 activity; inhibition, % at 20 µM; hit rate 0.16% among 340,000; Q2TB90; AID 493160; recombinant HKDC1, G6PDH/diaphorase resazurin coupled fluorescence;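 active means inhibition above about 35% when tested at 20 µM, limit read from the data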;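 further: plate controls were DMSO wells with enzyme for no effect and DMSO wells lacking enzyme for full effect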
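Assay system: in-house recombinant HK5 (HKDC1) enzyme. Input: HKDC1 at 5 µg/mL. Medium: Tris pH 8.0 buffer with MgCl2, Tween-20, BSA, BME. Dosing: single 20 µM dose. Schedule: 90 min reaction incubation at room temperature, dark. Signal: resazurin-to-resorufin fluorescence via G6PDH and diaphorase coupling, 525/613 nm. Controls: DMSO-enzyme wells negative, buffer-substituted wells positive.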
SENP8 block-2: blocks human SENP8 cleavage of Nedd8 substrate; Q96LD8; hit rate 0.64% among 360,000; inhibition, % at 20 µM; AID 602440; recombinant SENP8, Nedd8 substrate fluorescence; in the data active means inhibition mostly above about 40%, no sharp cut-off; inactive means mostly below about 27%
SENP1 inh: inhibitors of human SENP1 SUMO protease catalytic domain. Q9P0U3. recombinant SENP1 catalytic domain, CyPet-SUMO1-YPet FRET cleavage. inhibition, % at 10 µM. hit rate 0.21% among 360,000. AID 624204;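 active means inhibition at least 30% at 10 µM, raw YFP signal under a set limit, fluorescence ratio 0.5 to 1.5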;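 further: 0% = enzyme with DMSO and 100% = no enzyme wells; some results filed as inactive read as strong as hits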
Target sequence (Q9P0U3 419-644 limits assumed): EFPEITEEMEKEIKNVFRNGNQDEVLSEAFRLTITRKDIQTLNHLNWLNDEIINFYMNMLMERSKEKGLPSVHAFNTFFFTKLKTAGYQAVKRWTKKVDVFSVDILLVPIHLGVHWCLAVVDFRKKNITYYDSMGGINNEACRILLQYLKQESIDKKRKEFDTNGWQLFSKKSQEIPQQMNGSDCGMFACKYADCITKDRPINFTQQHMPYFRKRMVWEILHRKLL
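System: Recombinant human SENP1 catalytic domain, His6-tagged | Incubation: Enzyme reaction for 50 min at room temperature, dark | Medium: Tris pH 8 with BME, BSA, NP40 and catalase | Also added: 25 nM SUMO1 FRET substrate | Compound: 10 µM single point, 0.5% DMSO | Measured by: FRET fluorescence in CFP and YFP emission channels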
* marks the source's active call; other numbers are inactive results; nt = not tested or not shown.

SMILES	SENP6 inh	SENP7 block	NLRP3 yeast inh	SENP8 block-1	Apaf-1 inh	PfG6PD inh	HKDC1 inhibitor	SENP8 block-2	SENP1 inh
O=C(O)CCCCOn1ccnc1	-3	-5	-1	4	-9	-7	-12	8	0
CSc1ccccc1NC(=O)c1ccc(N2CC3CC(C2)c2cccc(=O)n2C3)c(NC(=O)c2ccncc2)c1 (stereo not given)	3	-1	16	2	-4	4	-1	3	1
COC(=O)c1cc(C(=O)OC)n(Cc2ccc(Br)cc2)n1	-3	-13	5	-14	-14	-2	-13	-3	3
O=C(O)CCC(=O)N1N=C(c2ccccc2)CC1c1ccc2nccnc2c1 (stereo not given)	-19	-10	16	-9	1	-3	-10	1	-2
N#C/C(=C/C=C/c1ccccc1)C(=O)Nc1ccccc1	-5	-4	5	0	2	4	1	1	-2
O=C(Nc1cccc(-c2cn3cccnc3n2)c1)c1ccco1	-5	0	2	-7	-7	-2	4	-292	-2
CCn1nc(C)c(Br)c1-c1nc(CS(=O)(=O)c2ccc(F)cc2)no1	-8	-5	-1	-6	17	16	5	25	1
CS(=O)(=O)N1CCCC(C(=O)Nc2ccccc2F)C1 (stereo not given)	-8	2	9	2	-2	5	2	18	1
CCn1nc(C)c(CN2CCN(Cc3ccc(OC)c(C)c3C)C(CCO)C2)c1C (stereo not given)	-13	-8	-3	-5	0	3	-11	11	0
CCOC(=O)c1ccc(NC(=O)C(=O)NCc2ccco2)cc1	-13	-8	4	-1	-4	10	0	-42	2
Cc1cc(C)n2c(C)nnc2c1	-8	-4	-4	-2	2	4	-1	18	2
Cc1c(N=C2NC(=O)/C(=C/c3cccc([N+](=O)[O-])c3)S2)c(=O)n(-c2ccccc2)n1C	10	-5	13	-1	8	nt	nt	nt	nt

Complete entries as entered above. Order of values: SENP6 inh, SENP7 block, NLRP3 yeast inh, SENP8 block-1, Apaf-1 inh, PfG6PD inh, HKDC1 inhibitor, SENP8 block-2, SENP1 inh
CSc1ccccc1NC(=O)c1ccc(N2CC3CC(C2)c2cccc(=O)n2C3)c(NC(=O)c2ccncc2)c1 (stereo not given) as listed: 3, -1, 16, 2, -4, 4, -1, 3, 1
N#C/C(=C/C=C/c1ccccc1)C(=O)Nc1ccccc1 as listed: -5, -4, 5, 0, 2, 4, 1, 1, -2

Carrying on:
SMILES	SENP6 inh	SENP7 block	NLRP3 yeast inh	SENP8 block-1	Apaf-1 inh	PfG6PD inh	HKDC1 inhibitor	SENP8 block-2	SENP1 inh
CNC(=S)N/N=C/c1c(C)cccc1Cl	-7	14	21	11	-11	5	-2	23	1
O=C(/C=C/c1ccc(S(=O)(=O)NCc2ccco2)cc1)N1CCN(c2ccccc2)CC1	19	1	13	1	14	1	-1	10	2
CCCC[C@@H]1C[C@H]1[C@@H](NC(=O)c1cccs1)c1ccc(Cl)cc1	-5	-2	17	2	-6	20	-2	nt	nt
CN(C)c1ccc(/C=N/N(CCC#N)C2=NS(=O)(=O)c3ccccc32)cc1	1	5	12	-6	6	0	-2	3	14
CC(=O)Nc1ccc(S(=O)(=O)NCC2CCC(C(=O)N3CCN(c4ccccn4)CC3)CC2)cc1 (stereo not given)	-20	0	-1	-3	5	-11	-8	-7	4
CCOC(=O)c1c(S(=O)(=O)NCc2ccco2)c(C)n(C)c1C	11	0	-2	-2	-15	-3	-3	10	0
CCOc1ccc(Br)cc1S(=O)(=O)Nc1ccc(C(=O)Nc2ccc(C)cc2)cc1	7	-10	-1	-1	5	5	-10	4	0
COC(=O)Cn1c(=O)oc2ccc(C)cc21	0	0	-12	5	-11	0	-1	4	0
COCCN(C(=O)COC(=O)Cc1c(C)nc2ccccc2c1C)c1c(N)n(CC(C)C)c(=O)[nH]c1=O	-24	1	6	-17	5	-9	2	-2	-9
COc1ccc(C2C(CN3CCOCC3)C(=O)N2c2ccccc2)cc1 (stereo not given)	7	6	9	2	2	-8	-12	6	1
COC(=O)C1=C(C)NC(=O)CC1c1cc2c(cc1Br)OCO2 (stereo not given)	-7	1	8	-6	2	-9	0	39	1
COCCn1c(=O)[nH]c2cc(C(=O)NCCN3CCN(c4ccccc4)CC3)ccc2c1=O	-3	-3	-1	1	-3	-3	-1	-41	-1
COc1ccccc1CCc1nnc(CCC(=O)NC(C)Cc2ccsc2)o1 (stereo not given)	9	-5	-8	1	-7	-26	-1	13	0
COc1cc(OC)c(NC(=O)c2cc3ccccc3cc2O)cc1Cl	nt	nt	nt	nt	nt	85*	9	-213	-29
Cc1ccc(OCC(=O)Nc2c(C)ccc3nsnc23)cc1	-3	1	28	-8	4	3	-6	-297	3
CCC(C)(C)NC(=O)C(c1ccc(C)o1)N(Cc1ccc2c(c1)OCO2)C(=O)c1snc(C(N)=O)c1N (stereo not given)	-7	-8	24	7	6	34	-1	-332	-15
COc1ccc(CCNC(=O)Cn2cnc3scc(-c4ccccc4)c3c2=O)cc1OC	-1	-11	4	-2	5	22	-10	17	0
CCOc1ccc(N(C)S(=O)(=O)c2ccc3[nH]cc(C(=O)NCCCOC)c(=O)c3c2)cc1	-21	4	6	0	19	-16	9	-20	-1
CCOC(=O)c1nn(-c2ccccc2)c(=O)cc1SC(C)C	-4	7	29	-2	0	-12	2	16	0
O=C(CN(Cc1ccco1)C(=O)CNS(=O)(=O)c1ccc(F)cc1)NCc1ccc(F)cc1	-23	-13	8	-6	8	-1	-5	21	-1
COC(=O)c1cc(OC)c(OC)c(OC)c1NC(=O)c1ccc(S(=O)(=O)N(C)C)cc1	-13	-15	2	-7	-22	-17	-2	8	0
O=C(c1cc(Br)c[nH]1)N1CCSCC1	-2	-10	14	-8	6	-6	-2	7	2
CCCNC(=O)c1ccc(CNc2c(N3CCC(C(=O)OCC)CC3)c(=O)c2=O)cc1	1	6	11	2	-16	-6	-7	13	1
Cc1ccc(C)c(-n2c(-c3ccc(Br)cc3)csc2=NC(=O)c2ccccc2F)c1	-12	1	0	11	21	17	2	-277	0
COc1ccc(C(=O)NC2CCN(CC(=O)Nc3c(C)cccc3C)CC2)cc1OC	0	2	22	2	-3	-10	-7	5	1
CS(=O)(=O)Nc1ccc(C2=NN(C(=O)c3cccc(F)c3)C(c3cccs3)C2)cc1 (stereo not given)	-35	-2	-8	2	13	-10	2	-5	0
CCN1CCN(C(=O)/C(=C/c2ccco2)NC(=O)c2ccccc2)CC1	-12	3	15	7	3	4	-2	11	-2
C/C=C/Cn1c(SCCCc2ccccc2)nc2c1c(=O)[nH]c(=O)n2C	-10	3	8	-5	27	14	5	14	0
O=C(C1CC1)N1CCc2cc(Br)cc(S(=O)(=O)N3CCN(c4ccccn4)CC3)c21	-17	-5	20	-10	12	-17	1	10	-2
O=C(c1ccccc1F)N(Cc1ccc(F)cc1)C1CCS(=O)(=O)C1 (stereo not given)	-7	5	-8	9	13	-20	-7	32	2
Cc1ccc(S(=O)(=O)N2CCN(Cc3ccccc3)CC2)c(C)c1N(C)S(=O)(=O)c1ccccc1	-3	10	2	0	15	14	-3	12	1
CC1CCN(C(=O)Cn2nnc(-c3ccccc3)n2)CC1	-6	4	23	-3	3	-18	1	11	2
COc1ccccc1NC(=O)c1cc(Cl)nnc1Cl	0	1	2	1	-6	-9	-2	16	1
O=C(CSc1ccc(F)cc1)Nc1cccc(S(=O)(=O)N2CCOCC2)c1	13	8	1	-2	9	9	-2	4	0
CC(C)/C=C/CN1CCCC(N2CCN(c3cccc(Cl)c3)CC2)C1 (stereo not given)	-3	6	29	-3	4	-10	-3	16	-1
O=C(N/N=C/c1cc(Cl)c(O)c(Cl)c1)c1cc2c(ccc3ccccc32)o1	-67	-9	-27	5	14	-4	11	-172	-32

Some of the entries so far, with bars between the fields.
SMILES | SENP6 inh | SENP7 block | NLRP3 yeast inh | SENP8 block-1 | Apaf-1 inh | PfG6PD inh | HKDC1 inhibitor | SENP8 block-2 | SENP1 inh
CCCNC(=O)c1ccc(CNc2c(N3CCC(C(=O)OCC)CC3)c(=O)c2=O)cc1 | 1 | 6 | 11 | 2 | -16 | -6 | -7 | 13 | 1
Cc1ccc(C)c(-n2c(-c3ccc(Br)cc3)csc2=NC(=O)c2ccccc2F)c1 | -12 | 1 | 0 | 11 | 21 | 17 | 2 | -277 | 0
COc1ccc(C(=O)NC2CCN(CC(=O)Nc3c(C)cccc3C)CC2)cc1OC | 0 | 2 | 22 | 2 | -3 | -10 | -7 | 5 | 1
CS(=O)(=O)Nc1ccc(C2=NN(C(=O)c3cccc(F)c3)C(c3cccs3)C2)cc1 (stereo not given) | -35 | -2 | -8 | 2 | 13 | -10 | 2 | -5 | 0
CCN1CCN(C(=O)/C(=C/c2ccco2)NC(=O)c2ccccc2)CC1 | -12 | 3 | 15 | 7 | 3 | 4 | -2 | 11 | -2
C/C=C/Cn1c(SCCCc2ccccc2)nc2c1c(=O)[nH]c(=O)n2C | -10 | 3 | 8 | -5 | 27 | 14 | 5 | 14 | 0
O=C(C1CC1)N1CCc2cc(Br)cc(S(=O)(=O)N3CCN(c4ccccn4)CC3)c21 | -17 | -5 | 20 | -10 | 12 | -17 | 1 | 10 | -2
O=C(c1ccccc1F)N(Cc1ccc(F)cc1)C1CCS(=O)(=O)C1 (stereo not given) | -7 | 5 | -8 | 9 | 13 | -20 | -7 | 32 | 2
Cc1ccc(S(=O)(=O)N2CCN(Cc3ccccc3)CC2)c(C)c1N(C)S(=O)(=O)c1ccccc1 | -3 | 10 | 2 | 0 | 15 | 14 | -3 | 12 | 1
CC1CCN(C(=O)Cn2nnc(-c3ccccc3)n2)CC1 | -6 | 4 | 23 | -3 | 3 | -18 | 1 | 11 | 2
COc1ccccc1NC(=O)c1cc(Cl)nnc1Cl | 0 | 1 | 2 | 1 | -6 | -9 | -2 | 16 | 1

Other compounds.
SMILES	SENP6 inh	SENP7 block	NLRP3 yeast inh	SENP8 block-1	Apaf-1 inh	PfG6PD inh	HKDC1 inhibitor	SENP8 block-2	SENP1 inh
O=C(c1ccc(F)cc1)N1CCN(C2CC3CCC2C3)CC1 (stereo not given)	3	6	10	6	8	-22	10	9	2
Cc1nc(SCC(O)CO)c([N+](=O)[O-])[nH]1 (stereo not given)	-3	6	-2	2	-8	6	-3	12	-1
O=S(=O)(c1ccc2c(c1)OCCO2)N1CCN(Cc2ccc3c(c2)OCO3)CC1	-1	1	9	-12	3	9	3	17	2
Cc1cc(CNC(=O)COc2ccc(F)cc2)c2ccccc2n1	-11	-9	0	-18	-7	8	-5	10	-1
O=C(Cc1ccc(Cl)cc1)Nc1ncccn1	-42	8	14	-6	4	4	-3	-2	0
COc1ccc(NS(=O)(=O)c2ccc3oc(SCc4ccc(F)cc4)nc3c2)cc1	-7	-1	0	-5	17	-4	0	17	3
COCCN(C(=O)COC(=O)CCC(=O)c1cccs1)c1c(N)n(Cc2ccccc2)c(=O)[nH]c1=O	-4	4	14	-4	-1	-16	4	-4	0
CN1CCN(S(=O)(=O)c2cccc3nsnc23)CC1	-6	1	8	-4	2	-9	-4	5	-1
O=C(NCc1cccs1)C1CCCN(c2ncccn2)C1 (stereo not given)	-12	5	4	-2	-13	2	-8	-36	0
COc1cccc(CNc2ccc3[nH]c(=O)[nH]c3c2)c1OCc1ccccc1	8	16	16	-12	8	29	13	-99	1
